LMPTP inh: blocks human LMPTP phosphatase; actives 0.22% (n = 360,000); inhibition, % at 20 µM; AID 651560; P24666; recombinant LMPTP-A, OMFP fluorogenic substrate, fluorescence intensity;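 active means compounds that cut the enzyme signal by at least half of the control window in the single-dose screen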;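 further: plate controls were DMSO wells with enzyme plus substrate for no effect and substrate without enzyme for full effect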
Target sequence (P24666 whole entry, looked up): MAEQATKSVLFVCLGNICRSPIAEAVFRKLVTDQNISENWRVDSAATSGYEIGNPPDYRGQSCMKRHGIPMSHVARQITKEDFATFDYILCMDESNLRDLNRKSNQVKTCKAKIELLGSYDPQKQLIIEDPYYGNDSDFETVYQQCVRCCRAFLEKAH
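Test system: LMPTP-A phosphatase enzyme. Amount: LMPTP-A at 0.625 nM final in the reaction. Reagent: OMFP substrate, 400 µM final. Times: 50 min at room temperature. Signal: endpoint fluorescence intensity from OMFP dephosphorylation. Read-out basis: % inhibition. Benchmarks: no-enzyme and uninhibited controls.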
SKN-1 inh: inhibitors of C. elegans SKN-1 | C. elegans VP596 Pgst-4::GFP/RFP ratio, acrylamide-induced, 24 h | inhibition, % at 21.8 µM | actives 0.49% (n = 360,000) | AID 624304;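 active means interference check ratio from 0.5 to 1.5 plus GFP to RFP signal ratio inhibition reaching or exceeding a fixed threshold, cut at about 30% in these data, passing the limit was not always enough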; further: some compounds called inactive have numbers as strong as hits
NadD block: inhibitors of Staphylococcus aureus NadD. inhibition, % at 20 µM. actives 0.78% (n = 360,000). purified NadD enzyme, colorimetric absorbance read-out; in the data active means inhibition above about 26%; further: some compounds past the cut are filed as inactive
Rpn11 inh: blocks the human proteasome subunit Rpn11; O00487; human 26S proteasome, Ub4-pepOG fluorescence polarization; 20S core pre-blocked with epoxomicin; calls only at 20 µM; actives 0.59% (n = 360,000);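 active means inhibition at 20 µM, scaled to each plate's controls, above about 33%, limit read from the data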
Target sequence (O00487 whole entry, looked up): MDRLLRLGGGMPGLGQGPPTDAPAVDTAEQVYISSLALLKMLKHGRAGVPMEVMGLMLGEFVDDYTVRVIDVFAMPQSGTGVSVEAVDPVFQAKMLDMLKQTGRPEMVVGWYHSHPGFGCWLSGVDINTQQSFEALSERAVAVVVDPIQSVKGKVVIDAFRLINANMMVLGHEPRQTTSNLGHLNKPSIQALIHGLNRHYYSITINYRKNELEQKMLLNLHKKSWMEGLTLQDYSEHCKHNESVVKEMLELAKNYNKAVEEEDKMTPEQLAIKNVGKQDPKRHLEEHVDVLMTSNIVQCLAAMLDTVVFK
STEP block: STEP (human) phosphatase inhibition. P54829. recombinant STEP, OMFP fluorogenic substrate, fluorescence. inhibition, % at 20 µM. actives 0.25% (n = 360,000);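 active means inhibition at 20 µM, scaled per plate between control wells, above about 37%, limit read from the data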;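 further: 0% = DMSO with enzyme and substrate and 100% = substrate only without enzyme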
Target sequence (P54829 whole entry, looked up): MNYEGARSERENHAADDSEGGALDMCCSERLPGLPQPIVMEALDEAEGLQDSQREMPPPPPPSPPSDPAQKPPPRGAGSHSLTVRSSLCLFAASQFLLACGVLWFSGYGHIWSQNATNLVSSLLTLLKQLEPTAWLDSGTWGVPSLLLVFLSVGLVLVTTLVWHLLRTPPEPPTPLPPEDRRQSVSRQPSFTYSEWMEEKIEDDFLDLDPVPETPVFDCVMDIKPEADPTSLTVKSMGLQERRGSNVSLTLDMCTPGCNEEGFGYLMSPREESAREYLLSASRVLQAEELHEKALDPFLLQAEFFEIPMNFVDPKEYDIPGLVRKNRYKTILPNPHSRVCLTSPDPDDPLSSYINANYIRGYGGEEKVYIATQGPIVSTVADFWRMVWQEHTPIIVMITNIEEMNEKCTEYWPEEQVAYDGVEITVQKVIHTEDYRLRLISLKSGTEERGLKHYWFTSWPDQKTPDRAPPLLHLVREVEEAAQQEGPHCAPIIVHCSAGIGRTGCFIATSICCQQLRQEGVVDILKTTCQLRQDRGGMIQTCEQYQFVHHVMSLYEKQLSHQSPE
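System: STEP phosphatase, cell-free reaction; Buffer or medium: Bis-Tris pH 6.0 buffer with DTT, detergent; Incubation: 20 min at room temperature, dark; Measured by: fluorescence, 480/540 nm.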
SUMO1-SIM PPI: SUMO1-SIM interaction modulation | inhibition, % at 20 µM | SUMO1 binding to a labelled peptide, TR-FRET, 1 h | P63165 | actives 0.33% (n = 360,000) | AID 602429; in the data active means inhibition above about 37%
MT1-MMP act inh: inhibitors of human MT1-MMP activation | P50281 | HT1080 RFP-PRO-GFP cells, GFP/RFP ratio fluorescence, overnight; percent of plate control window, DMSO zero | GFP/RFP ratio change, % at 20 µM | actives 0.061% (n = 360,000);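 active means GFP/RFP ratio change of at least 30% with cell ATP level not reduced by more than half and red fluorescence within 50% of control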; further: strong numbers were not always called active
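Compound: 20 µM single dose, 1% DMSO / System: HT1080 RFP-PRO-GFP cells / Controls: DMSO and RFP-L50D-GFP cell wells / Read-out basis: GFP/RFP fluorescence ratio / Schedule: overnight compound exposure at 37 °C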
Scp-1 inhibitor: Scp-1 (human) phosphatase inhibition; Q9GZU7; Recombinant Scp1, phosphopeptide, malachite green phosphate absorbance; inhibition, % at 20 µM; actives 0.88% (n = 340,000);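 active means inhibition above about 50% at 20 µM, limit read from the data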;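 further: plate controls were DMSO wells with enzyme for no effect and wells lacking enzyme for full effect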
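Material: truncated SCP-1 phosphatase (76-261aa) / Buffer or medium: 50 mM Tris acetate pH 5.5, 0.005% Tween-20, 10 mM MgCl2 / Compound dosing: one concentration, 20 µM, with 1.0% DMSO / Incubation: 45 min room-temperature reaction, 5 min colour, 30 min stabiliser / Detection: colorimetric free-phosphate detection, absorbance 630 nm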
DNMT1 block: blocks human DNA methyltransferase DNMT1; P26358; inhibition (reported as % activation of signal), % at 10 µM; actives 0.83% (n = 360,000); DNMT1 molecular beacon, Hinp1I cleavage, fluorescence; in the data active means inhibition above about 50%
NRP1-CendR mod: NRP-1/CendR interaction modulation; O14786; FAM-RPARPAR peptide binding to NRP-1, fluorescence polarization; inhibition, % at 25 µM; actives 0.85% (n = 360,000);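 active means inhibition or corrected inhibition above about 18%, plus a signal ratio from 0.5 to 1.5, limit read from the data, passing the limit was not always enough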; further: strong numbers were not always called active
* = called active by the depositor; i = inactive; . = not tested or not shown. Compounds as they come (roughly 3.9% active in at least one column).

SMILES | LMPTP inh | SKN-1 inh | NadD block | Rpn11 inh | STEP block | SUMO1-SIM PPI | MT1-MMP act inh | Scp-1 inhibitor | DNMT1 block | NRP1-CendR mod
Cc1cccc(-c2n[nH]nc2C2=CC(=O)CC(C)(C)C2)c1 | -1.3 | -5 | -2 | i | 1 | -2 | 3 | . | 11 | -1
O=C1N/C(=N/O)S/C1=C\c1ccccc1-n1cccn1 | -0.7 | -1 | -7 | i | -2 | -16 | 1 | -2 | 0 | -12
O=C(Cc1n[nH]c(=O)c2ccccc12)Nc1cccc(S(=O)(=O)N2CCCCCC2)c1 | -0.9 | -7 | -4 | i | 3 | -1 | -7 | -8 | -1 | -4
NC(=O)C1CCN(Cc2nc(-c3ccccc3)no2)CC1 | -0.1 | -8 | -6 | i | 3 | 1 | 0 | -13 | 1 | -11
CCN(CC)CCCN=Cc1c(O)n(-c2c(C)cccc2C)c(=O)c2ccccc12 | -4.5 | -10 | -11 | i | 0 | -14 | 0 | 1 | -1 | -1
O=C(Nc1nnc(SCc2c(Cl)cccc2Cl)s1)C1CC(=O)N(c2ccc3c(c2)OCCO3)C1 (stereo not given) | 4.4 | 5 | 27 | i | 2 | -1 | 1 | 67* | 42 | -13
CCCCC(O)(c1ccc(OC)cc1)C(CN1CCOCC1)c1ccccc1 (stereo not given) | -1.1 | 17 | -1 | i | -2 | 4 | -27 | -10 | -3 | 4
S=c1nn[nH]n1C12CC3CC(CC(C3)C1)C2 | 9.9 | 9 | 30 | i | 1 | 2 | 4 | 8 | 3 | -16
O=C(O)c1ccc(CNC(=O)c2ccc3c(c2)OCCO3)cc1 | -0.9 | -5 | -1 | i | 0 | 4 | 3 | 1 | 0 | -5
COc1ccc([C@H]2CC(=O)c3c(O)cc(O)cc3O2)cc1O | 0.0 | -7 | -2 | i | 8 | 3 | 0 | -22 | 1 | 11
Nc1ccccc1SC(CC(=O)c1ccccc1)c1ccc([N+](=O)[O-])cc1 (stereo not given) | 2.5 | 4 | 7 | i | 2 | -25 | -5 | . | 3 | -2
N#Cc1nc(-c2ccco2)oc1NCCCn1ccnc1 | -5.0 | -9 | -3 | i | 0 | -10 | 6 | -1 | 0 | 6
CCN(CC)C(=O)Cn1cc(S(=O)(=O)CC(=O)N2CC(C)OC(C)C2)c2ccccc21 (stereo not given) | -0.4 | 1 | -3 | i | -1 | 16 | -2 | -5 | 2 | 20
CN(c1ccccc1)c1nc(N)c([N+](=O)[O-])c(NCCO)n1 | -1.1 | 9 | -5 | i | -2 | -9 | -1 | -2 | -2 | 0
CNc1nc(NCc2ccccc2)c2ccccc2n1 | 20 | 6 | -7 | i | -4 | 6 | 11 | -3 | 1 | 7
COc1ccc(C(=O)N/C(=C\c2cn(C)c3ccccc23)C(=O)N2CCOCC2)cc1 | -0.8 | 5 | 8 | i | -2 | -5 | -5 | -2 | -2 | 1
COc1cc(/C=C/C(=O)O)ccc1S(=O)(=O)N1CCCc2ccccc21 | -1.2 | -3 | -2 | i | 2 | 3 | -1 | 12 | 3 | 6
FC(F)(F)c1cccc(Nc2ncnc3ccccc23)c1 | 2.1 | -7 | 0 | i | -1 | -4 | 0 | -7 | -1 | -4
CCC1(CC)NC(=O)N(CC(=O)OCn2nnc3ccccc3c2=O)C1=O | -1.2 | -12 | -2 | i | -1 | -2 | -4 | -7 | 4 | 6
CC(=O)NC(CC(=O)NCCc1ccccc1)c1ccccc1 (stereo not given) | -1.4 | 10 | -4 | i | 1 | -2 | 2 | -2 | -1 | -10
CCCCCCNCCn1cnc2c(N)ncnc21 | -2.2 | 3 | 7 | i | 2 | 1 | 4 | 2 | 5 | 4
CCOC(=O)C1=C(C(=O)OCC)N(CC2CCCCC2)CCC1=O | -1.1 | 14 | 5 | i | -3 | -5 | 3 | -14 | -1 | -10
COc1ccccc1CN1C(=O)CNC1=S | -1.6 | 4 | -4 | i | 3 | 2 | -4 | -9 | 2 | -1
Cc1c(OCC(=O)NCc2cccnc2)ccc2c3c(c(=O)oc12)CCC3 | -1.9 | 17 | 4 | i | 1 | -6 | 5 | -7 | 1 | -1
CCCCCC(=O)N1CCN(c2ccc(C(C)=O)cc2F)CC1 | -1.7 | -6 | 4 | i | 2 | -1 | 3 | -14 | 2 | 2
(next part)
SMILES | LMPTP inh | SKN-1 inh | NadD block | Rpn11 inh | STEP block | SUMO1-SIM PPI | MT1-MMP act inh | Scp-1 inhibitor | DNMT1 block | NRP1-CendR mod
Cc1ccccc1NC1=CC(=O)CC(C)(C)C1 | -1.4 | -6 | -3 | i | -1 | -1 | -3 | -4 | 3 | 6
O=S(=O)(Nc1ccc(N=Nc2ccc(O)c3ccccc23)cc1)c1ccccc1 | 8.5 | 9 | 26 | i | -3 | 2 | -42 | -12 | -39 | -17
CCOC(=O)c1ccc(S(=O)(=O)N2CCN(C(=O)CSc3nc4ccccc4o3)CC2)cc1 | 2.9 | 8 | 0 | i | 1 | 0 | 3 | -4 | 6 | 11
O=C1NC(=O)c2cc3ccccc3cc21 | -9.4 | 1 | -3 | i | -1 | -34 | 0 | -5 | 10 | 4
CCOc1ccc2nc(NC(=O)CSc3nc4ccccc4c(=O)n3Cc3ccco3)sc2c1 | 1.4 | 5 | 25 | i | 3 | -3 | -8 | -17 | -5 | -1
COCCNc1oc(-c2ccc(Cl)cc2)nc1C#N | 0.3 | 0 | -10 | i | 1 | -8 | 2 | -3 | 2 | 3
O=C(CCN1C(=O)/C(=C/c2ccccc2Cl)SC1=S)Nc1ccccn1 | 1.0 | 8 | 19 | i | 2 | -15 | -1 | 7 | 1 | 11
CC(OC(=O)c1ccc(S(=O)(=O)N2CCCCC2)cc1)C(=O)NC1CCCCC1C (stereo not given) | 6.4 | 3 | 5 | i | 4 | -1 | -4 | 7 | 20 | 19
O=C(c1ccc2ccccc2c1O)N1CCCCC1 | -0.4 | 17 | -7 | i | -1 | 0 | -3 | . | 0 | -4
Cc1ccc(-c2ccc(C(=O)Nc3cccc(F)c3)o2)c2ccccc12 | 3.3 | -3 | 5 | i | -1 | 5 | -1 | -11 | -12 | 21
CCN(C[C@H]1N[C@@](C)(C(=O)OC)[C@H]2C(=O)N(C)C(=O)[C@@H]12)S(=O)(=O)c1ccc(C(F)(F)F)cc1 | -2.0 | 14 | 1 | i | 3 | 3 | 0 | -8 | 9 | 6
CC1=C(C(N)=O)C(c2cccs2)n2ncnc2N1 (stereo not given) | 0.2 | -5 | -4 | i | 4 | 1 | 10 | -11 | 1 | 0
COc1ccccc1NC(=O)Cn1c(=O)n(C)c(=O)c2sc3c(c21)COC(C)(C)C3 | -0.4 | -5 | -2 | i | 0 | -4 | -1 | -4 | -1 | 6
O=C(c1cccc(Oc2c(Cl)cccc2[N+](=O)[O-])c1)N1CCCCC1 | -0.1 | 2 | -4 | i | 1 | -10 | -1 | -3 | -4 | 9
OC[C@@H]1CN(C2CCCC2)C[C@H](n2cnc3c(NC4CC4)ncnc32)O1 | -1.7 | 3 | 3 | i | -1 | -2 | 0 | . | -2 | -1
Cc1ccc(C)c(NC(=O)COC(=O)CCCN=C2NS(=O)(=O)c3ccccc32)c1 | -1.4 | -1 | -2 | i | 4 | 5 | 0 | -5 | -2 | 1
COc1ccc(/C=C(/NC(=O)c2ccc(C)cc2)C(=O)N2CCCC2)cc1OC | -0.7 | 8 | -1 | i | -2 | 3 | 4 | -4 | 1 | 14
NC(=O)c1nc(C(=O)N2CCCCC2)c2ccccc2n1 | -1.2 | 18 | -6 | i | 0 | -2 | 1 | 3 | 5 | -3
COc1cccc(/C=C2/Oc3ccccc3N(CC(=O)NCC3CCCO3)C2=O)c1 (stereo not given) | 1.3 | 9 | -7 | i | -1 | -9 | 4 | -11 | 3 | 3
CC(C)c1ccc(NC(=O)CCCC(=O)NCCc2ccccc2)cc1 | -0.2 | -1 | -4 | i | -6 | 2 | 3 | 4 | 7 | 1
CC(C)(C)NC(=O)c1ccc2nccnc2c1 | -2.9 | 7 | -3 | i | 0 | -9 | 6 | -11 | 2 | -9
O=S(=O)(Cc1nnnn1-c1ccccc1)c1ccccc1 | 0.2 | -11 | -1 | i | -3 | 2 | -2 | -5 | -3 | 7
CN(Cc1ccccc1)C(=O)c1ccc(NC(=O)Cc2cccc(NC(=O)C3CCCN(C(=O)C4CCCC4)C3)c2)cc1 (stereo not given) | 1.8 | 10 | 5 | i | -1 | -1 | 4 | 6 | -4 | -1
CCN(CC)CCCn1c2c(c(SCC(=O)Nc3cccc4ccccc34)nc1=O)CCC2 | -0.2 | 29 | -2 | i | 1 | -9 | -3 | -4 | -1 | -2
Cc1onc(-c2ccccc2)c1-c1ccc(S(N)(=O)=O)cc1 | 0.0 | 0 | 0 | i | -4 | 3 | -4 | -17 | -2 | -13
O=C(O)CCn1c(CO)nc2ccccc21 | 0.1 | 5 | 2 | i | 0 | 0 | 2 | -4 | 1 | -1
COc1ccc(OC)c(NC(=O)c2sc3ncnc(N4CCN(c5ccccn5)CC4)c3c2C)c1 | 6.8 | 5 | 1 | i | 4 | -24 | . | -2 | -6 | -5

Quoted from the listing (9 entries):
SMILES | LMPTP inh | SKN-1 inh | NadD block | Rpn11 inh | STEP block | SUMO1-SIM PPI | MT1-MMP act inh | Scp-1 inhibitor | DNMT1 block | NRP1-CendR mod
COc1cccc(/C=C2/Oc3ccccc3N(CC(=O)NCC3CCCO3)C2=O)c1 (stereo not given) | 1.3 | 9 | -7 | i | -1 | -9 | 4 | -11 | 3 | 3
CC(C)c1ccc(NC(=O)CCCC(=O)NCCc2ccccc2)cc1 | -0.2 | -1 | -4 | i | -6 | 2 | 3 | 4 | 7 | 1
CC(C)(C)NC(=O)c1ccc2nccnc2c1 | -2.9 | 7 | -3 | i | 0 | -9 | 6 | -11 | 2 | -9
O=S(=O)(Cc1nnnn1-c1ccccc1)c1ccccc1 | 0.2 | -11 | -1 | i | -3 | 2 | -2 | -5 | -3 | 7
CN(Cc1ccccc1)C(=O)c1ccc(NC(=O)Cc2cccc(NC(=O)C3CCCN(C(=O)C4CCCC4)C3)c2)cc1 (stereo not given) | 1.8 | 10 | 5 | i | -1 | -1 | 4 | 6 | -4 | -1
CCN(CC)CCCn1c2c(c(SCC(=O)Nc3cccc4ccccc34)nc1=O)CCC2 | -0.2 | 29 | -2 | i | 1 | -9 | -3 | -4 | -1 | -2
Cc1onc(-c2ccccc2)c1-c1ccc(S(N)(=O)=O)cc1 | 0.0 | 0 | 0 | i | -4 | 3 | -4 | -17 | -2 | -13
O=C(O)CCn1c(CO)nc2ccccc21 | 0.1 | 5 | 2 | i | 0 | 0 | 2 | -4 | 1 | -1
COc1ccc(OC)c(NC(=O)c2sc3ncnc(N4CCN(c5ccccn5)CC4)c3c2C)c1 | 6.8 | 5 | 1 | i | 4 | -24 | . | -2 | -6 | -5

Compound activity as filed in PubChem BioAssay.
